Screening data from PubChem BioAssay.
Hsp70 activator – Hsp70 transcriptional activators, primary screen, cell-based, HeLa, Hsp70 promoter luciferase, luminescence, 10 µM; HeLa Hsp70 promoter luciferase reporter; scaled: vehicle 0, proteasome-inhibitor control 100%; 200,000 compounds, 0.04% hits; activation, % at 10 µM;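 active means activation above the mean across all tested compounds plus 3 SD, cutoff set per campaign, cut at about 5.5% in these data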;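 further: 100% = MG132 at 30 µM as the positive control and 0% = DMSO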
APP 5'UTR act – activators of APP 5'UTR luciferase reporter, primary screen, SH-SY5Y cells; SH-SY5Y APP 5'UTR luciferase reporter, luminescence; zero percent = DMSO vehicle wells; activation, % at 2 µM; 190,000 compounds, 1% hits; AID 1276, 2008;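 active means activation above a set limit, based on mean plus 3 SD of controls, cut at about 140% in these data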; further: values of inactives mirror those of a sister screen read the other way
STAT1 activator – STAT1 signaling activators, primary screen, cell-based, HTS, luciferase reporter; NIH 3T3 STAT1-luciferase reporter, IFN-gamma, luminescence; 100% = IFN-gamma alone, no compound; activation (% of control), % at 5.5 µM; 200,000 compounds, 2.6% hits;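 active means activation above the screen-wide mean activation plus 3 SD, cut at about 130% in these data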;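 further: raw ratio to IFN-gamma control signal so 100% means no change and 0% no light; values of inactives mirror those of a sister screen read the other way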
TLR4 MyD88 comp – inhibitors of TLR4-MyD88 association in cells, primary screen, cell-based, HeLa CL3-4, BLA complementation, FRET ratio; HeLa CL3-4 TLR4/MyD88 BLA complementation; inhibition, % at 8.4 µM; 200,000 compounds, 0.18% hits; in the data active means inhibition above about 25%;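 further: 0% = vehicle and 100% = reference inhibitor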
Target sequence (O00206 whole entry, looked up): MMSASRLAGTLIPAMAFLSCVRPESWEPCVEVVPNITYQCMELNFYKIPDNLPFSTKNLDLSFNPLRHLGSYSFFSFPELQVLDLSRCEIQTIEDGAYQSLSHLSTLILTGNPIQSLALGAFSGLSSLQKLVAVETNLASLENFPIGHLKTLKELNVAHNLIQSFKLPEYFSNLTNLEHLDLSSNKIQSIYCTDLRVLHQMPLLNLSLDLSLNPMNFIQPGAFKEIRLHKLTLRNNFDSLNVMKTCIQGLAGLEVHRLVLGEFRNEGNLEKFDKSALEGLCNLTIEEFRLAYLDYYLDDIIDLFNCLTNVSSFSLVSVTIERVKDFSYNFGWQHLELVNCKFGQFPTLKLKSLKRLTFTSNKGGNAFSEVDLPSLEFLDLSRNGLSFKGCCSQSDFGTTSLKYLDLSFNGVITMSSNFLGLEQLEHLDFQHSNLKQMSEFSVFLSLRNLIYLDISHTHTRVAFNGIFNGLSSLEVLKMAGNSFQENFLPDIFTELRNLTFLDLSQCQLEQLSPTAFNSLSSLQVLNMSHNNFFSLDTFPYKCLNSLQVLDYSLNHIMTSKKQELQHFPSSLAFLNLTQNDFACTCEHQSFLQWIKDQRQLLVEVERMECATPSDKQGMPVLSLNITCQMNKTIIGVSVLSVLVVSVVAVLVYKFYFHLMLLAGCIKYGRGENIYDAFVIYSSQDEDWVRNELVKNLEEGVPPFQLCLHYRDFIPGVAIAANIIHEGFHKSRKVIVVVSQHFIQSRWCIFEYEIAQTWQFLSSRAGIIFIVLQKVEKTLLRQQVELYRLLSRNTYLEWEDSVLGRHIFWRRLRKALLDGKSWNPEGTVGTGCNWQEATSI
Target sequence (Q99836 whole entry, looked up): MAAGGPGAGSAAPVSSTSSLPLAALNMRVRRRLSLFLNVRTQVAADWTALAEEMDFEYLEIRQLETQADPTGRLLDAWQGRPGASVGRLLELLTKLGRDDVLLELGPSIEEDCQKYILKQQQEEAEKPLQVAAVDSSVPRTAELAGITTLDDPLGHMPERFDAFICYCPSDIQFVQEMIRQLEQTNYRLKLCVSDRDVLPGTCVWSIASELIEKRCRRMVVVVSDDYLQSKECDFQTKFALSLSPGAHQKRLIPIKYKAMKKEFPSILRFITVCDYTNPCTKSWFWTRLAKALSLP
STAT3 activator – IL-6 driven STAT3 reporter potentiators, primary screen, U3A cells, luciferase, luminescence, MLSCN library; IL-6 STAT3-luciferase reporter; 100% = signal with IL-6 EC80 alone; activation (% of control), % at 5.6 µM; 190,000 compounds, 0.91% hits; AID 871, 2007;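 active means activation above the screen-wide mean of compound activation plus 3 SD, cut at about 130% in these data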;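 further: 0% = background luminescence of wells with medium and substrate only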
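Material: human U3A cells carrying STAT3-luciferase construct. Measured by: reporter luminescence signal. Timing: compound 1 h, then IL-6 6 h at 37 °C.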
Efa HMGR inh – inhibitors of E. faecalis class II HMGR, primary screen, biochemical, Enterococcus faecalis. HMG-CoA reductase (Enterococcus faecalis, mvaE). purified E. faecalis HMGR, NADPH absorbance 340 nm kinetic. inhibition, % at 10 µM. 190,000 compounds, 0.41% hits. AID 1066, 2008;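 active means inhibition above a set limit, the median over all tested compounds plus 3 SD, cut at about 9.5% in these data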;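 further: enzyme runs in reverse so mevalonate oxidation gives rising NADPH absorbance; 0% = complete reaction with DMSO and 100% = background rate lacking mevalonate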
STAT1 inh – STAT1 signaling inhibitors, primary screen, cell-based, HTS, luciferase reporter; NIH 3T3 STAT1-luciferase reporter, IFN-gamma, luminescence; inhibition, % at 5.5 µM; 200,000 compounds, 0.35% hits; AID 920, 2007;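 active means inhibition above a set limit, the mean inhibition across all tested compounds plus 3 SD, cut at about 34% in these data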;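 further: 0% = IFN-gamma with DMSO and 100% = IFN-gamma with 300 µM nifuroxazide; values of inactives mirror those of a sister screen read the other way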
DTT redox prof – compounds producing H2O2 with reducing agent – biochemical, NIH compound library profiling, artefact control for MLSCN library redox annotation, primary screen; DTT-dependent redox cycling H2O2, phenol red/HRP absorbance; 100% = 100 µM peroxide control, 0% = buffer; activation, % at 10 µM; 200,000 compounds, 0.03% hits; AID 878, 2007;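 active means activation of at least 50% relative to the plate's high and low controls in the primary single-dose screen; inactive means activation below 50%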;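 further: compound incubated with DTT at 0.8 mM final as the reducing agent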
NF-kB expr up – activators of NF-kB expression in neurons, primary screen, cell-based, HTS; human neuronal cells, NF-kB reporter expression; active compounds read high; fold change at 12.5 µM; 190,000 compounds, 1.6% hits; in the data active means fold change above about 3.3
STAT3 inh – IL-6 driven STAT3 reporter inhibitors, primary screen, U3A cells, luciferase, luminescence, MLSCN library; IL-6 STAT3-luciferase reporter; host cell line lacks STAT1; inhibition, % at 5.5 µM; 190,000 compounds, 0.89% hits;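 active means inhibition above the mean inhibition across all screened compounds plus 3 SD, cut at about 44% in these data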;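 further: 0% = DMSO only wells and 100% = 100 µM nifuroxazide control wells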
Numbers without * were called inactive; · = not tested or not shown.

SMILES	Hsp70 activator	APP 5'UTR act	STAT1 activator	TLR4 MyD88 comp	STAT3 activator	Efa HMGR inh	STAT1 inh	DTT redox prof	NF-kB expr up	STAT3 inh
Cc1cc(NC(=O)c2ccc(C)c([N+](=O)[O-])c2)no1	0.0	-5	112	-12	82	-3	-15	0.1	1.5	24
CC(=O)Cc1nsc(NC(=O)c2ccc(-c3ccc(Cl)cc3Cl)o2)n1	0.3	9	102	-5	105	-6	-2	-0.1	1.4	-2
Cc1ccccc1NC(=S)N(CCN(C)C)C(C)c1ccccn1 (configuration not stated)	-0.2	-6	93	-3	101	1	7	0.5	0.95	4
O=C(O)/C=C/C(=O)NNc1ccc([N+](=O)[O-])cc1	-0.4	-12	93	-3	103	-2	6	0.8	1.1	-2
c1ccc(-n2nnnc2Sc2n[nH]c(-c3ccncc3)n2)cc1	-0.1	1	97	7	96	2	4	-0.5	0.91	12
COc1ccc(O[C@H]2C=C[C@@H](c3ccccc3)O[C@@H]2COC(=O)CC/C(C)=N/O[C@@H](C)c2cc(-c3c(C)cc(C)cc3C)no2)cc1	0.7	-11	100	-1	110	3	0	3.7	0.94	-15
COc1ccc(OC)c(-c2csc3nnc(SCC(=O)Nc4ccc(NC(C)=O)cc4)n23)c1	-0.2	-6	78	-8	91	-2	24	1.8	1.2	20
CCOC(=O)C1CCN(C(=O)Nc2ccc(NC(=O)C3CCN(C(=O)OCC)CC3)cc2)CC1	0.2	16	103	0	104	-2	-2	-2.5	1	1
COC(=O)c1ccc2c(=O)[nH]c(CSc3nc(C)cs3)nc2c1	0.5	4	122	0	108	-4	-24	0.0	1.8	-1
Cn1c(=O)c(Oc2cc(Cl)cc(Cl)c2)nc2ccccc21	0.0	-12	105	9	99	3	-6	3.0	1.2	7
Cc1ccc(-c2cc(C(F)(F)F)c(C#N)c(=O)[nH]2)cc1	0.0	-6	108	7	104	-2	-9	-0.2	1	0
COc1ccccc1C(=O)Nc1nc(-c2cccs2)c(NC(C)=O)s1	0.0	45	120	2	98	-3	-21	-11	1.4	10
O=C(NN1C(=O)C2C3C=CC(C4CC34)C2C1=O)c1ccccc1Cl (configuration not stated)	-0.4	2	100	-10	104	1	0	-0.2	1	-2
O=[N+]([O-])c1cc(-c2ccc(/C=N/c3nc4ccccn4c3-c3ccco3)o2)ccc1Cl	-0.5	3	109	2	103	-2	-10	1.7	0.93	-3
O=C(CCc1nc2ccccc2c(=O)[nH]1)Nc1ccc(F)c([N+](=O)[O-])c1	-0.3	-5	102	-12	98	-2	-4	-0.5	1.1	4
CCOc1ccccc1NC(=O)COC(=O)CC(NC(N)=O)c1ccc(Cl)cc1 (configuration not stated)	-0.2	19	103	3	101	-3	-4	-0.7	0.92	4
CCOC(=O)c1sc(NC(=O)CSc2nnc(-c3ccc(OC)cc3)n2CCOC)nc1C	-0.3	-5	94	-4	106	-7	6	2.0	1.1	-3
O=C(/C=C/c1c(Cl)cccc1Cl)NCCc1ccccc1	-0.3	17	123	-6	88	0	-26	3.4	1.2	20
c1ccc(-n2cc(CNCCc3cscn3)c(-c3ccc4c(c3)OCO4)n2)cc1	-0.1	-1	100	-6	96	1	-2	-0.8	1.1	8
O=C(c1ccc(S(=O)(=O)Cc2cc(F)ccc2F)c([N+](=O)[O-])c1)N1CCCCC1	-0.2	5	98	6	107	0	2	0.4	1.3	-12
CN(CCNC(=O)C1CC(=O)N(c2ccc(F)c(Cl)c2)C1)Cc1ccccc1 (configuration not stated)	-0.2	-7	99	1	101	-1	1	2.1	1.1	2
COc1cccc(OC)c1C(=O)N1CCN(Cc2ccccc2C)CC1	-0.2	2	102	-3	111	-9	-2	0.2	0.94	-8
Cc1cccc(Sc2c([N+](=O)[O-])ncn2C)c1	0.3	3	101	-4	99	1	-1	-7.9	1.3	9
CCOc1cc(C(c2c(C)[nH][nH]c2=O)c2c(C)[nH][nH]c2=O)ccc1OS(=O)(=O)c1ccc(C)cc1	-0.3	·	112	1	101	-3	-7	-1.4	1.2	-1
CCCN(CCO)CCCc1ccccc1	-0.2	-15	110	-8	101	-5	-11	0.1	1.1	5
SMILES	Hsp70 activator	APP 5'UTR act	STAT1 activator	TLR4 MyD88 comp	STAT3 activator	Efa HMGR inh	STAT1 inh	DTT redox prof	NF-kB expr up	STAT3 inh
O=C(NC(c1ccccc1)c1ccccc1)C1(c2cccs2)CCOCC1	-0.5	6	98	5	108	-3	2	0.2	0.99	-9
CCCC(=O)n1nc(-c2cccnc2)nc1NCc1cccs1	0.2	-3	102	-19	92	-2	-3	-0.3	1.4	20
[O-]/[N+](=C\c1ccc(F)cc1)c1ccccc1	1.2	11	106	-11	98	-10	-6	-0.6	1.2	7
O=CNn1cnc2c(oc3nc(-c4ccccc4)cc(-c4ccco4)c32)c1=O	-0.3	-12	99	-7	82	1	0	-0.2	0.79	23
Cc1ccc(-c2cn(S(=O)(=O)c3cccc([N+](=O)[O-])c3)nc2N)cc1	-0.1	15	94	-7	94	1	4	-0.8	1.2	12
Cc1ccc(CNCC2CCCO2)s1 (configuration not stated)	-0.2	6	98	-11	99	-2	-1	0.0	1	1
CC(=O)c1c(C)[nH]c(C(=O)Nc2nc(-c3ccc(Cl)cc3)cs2)c1C	0.0	7	101	-2	102	4	-1	-0.1	0.35	2
CC1(C)NC(=O)N(CCOc2ccc([N+](=O)[O-])cc2)C1=O	0.0	-5	92	-22	111	-5	9	-0.5	1.1	-2
CCC(=O)c1ccc(N2CCN(C(=O)COc3ccccc3F)CC2)c(F)c1	-0.2	-27	92	-2	102	-3	9	-0.7	0.97	3
C/C(=C\C(=O)c1cccnc1)Nc1ccc(C)c(C)c1	-0.2	19	113	7	79	-3	-14	0.2	1.7	28
Cc1ccsc1/C=N/n1c(COc2ccccc2)n[nH]c1=S	-0.3	-9	90	11	78	-2	11	0.2	1.4	28
CN(C)S(=O)(=O)c1ccc2[nH]cc(/C=C/c3nc4ccccc4c(=O)n3-c3ccccc3)c2c1	-0.4	-2	108	-7	88	3	-8	0.7	0.93	18
Cc1ccc(C2C3=C(CC(C)(C)CC3=O)N(CCN3CCOCC3)C3=C2C(=O)CC(C)(C)C3)cc1	-0.2	1	98	-3	94	-3	2	-0.7	0.48	11
CC(C)NC(=O)c1c(O)c2ccccc2[nH]c1=O	0.1	6	113	3	97	-5	-13	-2.3	1.4	10
CCOC(=O)C1CCCN(C(=O)COC(=O)c2ccc(C#N)cc2)C1 (configuration not stated)	-0.1	-12	90	-6	103	3	10	-0.6	1	-3
Cc1ccccc1NS(=O)(=O)c1ccc(C(=O)N2CCN(c3ccccn3)CC2)cc1	-0.2	34	87	-24	96	-3	13	-1.1	0.81	15
O=C(Nc1c2ccccc2nc2ccccc12)C(Cl)(Cl)Cl	0.3	7	127	-10	112	-1	-30	1.9	1.2	-8
CN1C(=O)C(/C(N)=N/NC(=O)c2ccccc2)C2CC1(C)Oc1ccccc12 (configuration not stated)	-0.2	-4	91	-5	96	-5	10	-0.5	1.1	5
CCc1ccc2c(c1)C(c1ccc([N+](=O)[O-])cc1)=NNC(c1ccc(F)cc1)=N2	-0.3	31	105	0	95	4	-5	1.3	1.5	12
CCC(=O)NNC(=O)CCC(=O)Nc1cccc(Cl)c1C	0.1	15	101	8	110	-11	-1	-3.6	1.1	-13
CCOC(=O)c1ccc(CNS(=O)(=O)c2c(C)ccc3nsnc23)o1	0.1	4	94	8	98	-5	5	0.5	1.1	3
CCOC(=O)N1CCN(C(=O)c2ccc3c(=O)n(Cc4ccccc4OC)c(=S)[nH]c3c2)CC1	-0.1	-16	107	-7	103	1	-8	2.4	0.96	0
CCN(CC)C(=O)c1c(-c2ccccc2)oc2ccc(OC)cc12	-0.4	11	101	-5	99	1	-1	0.1	1.1	4
C=CCn1c(-c2cc(OC)c(OC)c(OC)c2)n[nH]c1=S	-0.2	-21	93	5	101	-4	4	8.0	1.3	2
CC(=O)N1CCN(c2ccc(NCc3cccs3)cc2)CC1	-0.1	-25	106	8	99	0	-3	-0.2	1.4	5
COc1cc(/C=C2\SC(=O)NC2=O)ccc1Oc1cnccn1	-0.3	2	107	-8	117	4	-10	0.0	1.5	-13
Cc1cc(NC(=O)CCC2CCCCC2)no1	-0.1	8	108	-5	94	5	-9	2.0	1.4	10
c1cnc2c(Oc3ncnc4sccc34)cccc2c1	0.2	2	110	-7	102	3	-13	1.1	1	3

Structures shown so far that have an NH in an aromatic ring, in the order listed:
SMILES	Hsp70 activator	APP 5'UTR act	STAT1 activator	TLR4 MyD88 comp	STAT3 activator	Efa HMGR inh	STAT1 inh	DTT redox prof	NF-kB expr up	STAT3 inh
c1ccc(-n2nnnc2Sc2n[nH]c(-c3ccncc3)n2)cc1	-0.1	1	97	7	96	2	4	-0.5	0.91	12
COC(=O)c1ccc2c(=O)[nH]c(CSc3nc(C)cs3)nc2c1	0.5	4	122	0	108	-4	-24	0.0	1.8	-1
Cc1ccc(-c2cc(C(F)(F)F)c(C#N)c(=O)[nH]2)cc1	0.0	-6	108	7	104	-2	-9	-0.2	1	0
O=C(CCc1nc2ccccc2c(=O)[nH]1)Nc1ccc(F)c([N+](=O)[O-])c1	-0.3	-5	102	-12	98	-2	-4	-0.5	1.1	4
CCOc1cc(C(c2c(C)[nH][nH]c2=O)c2c(C)[nH][nH]c2=O)ccc1OS(=O)(=O)c1ccc(C)cc1	-0.3	·	112	1	101	-3	-7	-1.4	1.2	-1
CC(=O)c1c(C)[nH]c(C(=O)Nc2nc(-c3ccc(Cl)cc3)cs2)c1C	0.0	7	101	-2	102	4	-1	-0.1	0.35	2
Cc1ccsc1/C=N/n1c(COc2ccccc2)n[nH]c1=S	-0.3	-9	90	11	78	-2	11	0.2	1.4	28
CN(C)S(=O)(=O)c1ccc2[nH]cc(/C=C/c3nc4ccccc4c(=O)n3-c3ccccc3)c2c1	-0.4	-2	108	-7	88	3	-8	0.7	0.93	18
CC(C)NC(=O)c1c(O)c2ccccc2[nH]c1=O	0.1	6	113	3	97	-5	-13	-2.3	1.4	10
CCOC(=O)N1CCN(C(=O)c2ccc3c(=O)n(Cc4ccccc4OC)c(=S)[nH]c3c2)CC1	-0.1	-16	107	-7	103	1	-8	2.4	0.96	0
C=CCn1c(-c2cc(OC)c(OC)c(OC)c2)n[nH]c1=S	-0.2	-21	93	5	101	-4	4	8.0	1.3	2
